Assay outcomes as filed in PubChem BioAssay.
mIDH1 inhibitor – qHTS for Inhibitors of mutant isocitrate dehydrogenase 1 (IDH1): qHTS; Isocitrate dehydrogenase [NADP] cytoplasmic (Homo sapiens), O75874; IDH1-R132H enzyme, NADPH consumption, diaphorase/resazurin fluorescence; Potency, µM (titrated, usually from 76.6 µM), for the others: top-dose activity change, negative = inhibition, usual class: inhibitors; actives 0.093% (n = 390,000); AID 602179, 2012; further: potency means the concentration at half of the fitted maximal effect; on the % scale 0 is the no-effect control and ±100 the full control effect; nearly all actives have a fitted effect of over 65% in size
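IDH1-R132H (0.5 ug/mL) preincubated 30 min with compound, then NADPH (0.016 mM) and alpha-KG (2 mM) added; 80 min at RT, pH 7.5. Remaining NADPH coupled via diaphorase/resazurin to fluorescence (540/590 nm); concentration-response curves normalized to no-enzyme control.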
D2 antagonist – HTS Assay for Allosteric Antagonists of the Human D2 Dopamine Receptor: Primary Screen for Antagonists. HEK293 TREx D2 cells, calcium flux, dopamine EC80. inhibition, % at 10 µM. actives 2% (n = 340,000); in the data active means inhibition above about 30%; further: 0% is about no effect
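Calcium mobilization kinetics were recorded at 1 s intervals in tetracycline-induced HEK293 T-REx D2 cells, first for 180 s after compound addition and then 180 s after EC80 dopamine.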
TRHR ag – qHTS for Small Molecule Agonists and Allosteric Enhancers of Human TRH Receptor: Primary Screen for Agonists; Thyrotropin-releasing hormone receptor (Homo sapiens), P34981; TRHR cells, calcium flux fluo-8, FDSS agonist mode; activation, % at 2 µM; actives 0.18% (n = 360,000); in the data active means activation above about 30%; further: 0% is about no effect
Target sequence (P34981 whole entry, looked up): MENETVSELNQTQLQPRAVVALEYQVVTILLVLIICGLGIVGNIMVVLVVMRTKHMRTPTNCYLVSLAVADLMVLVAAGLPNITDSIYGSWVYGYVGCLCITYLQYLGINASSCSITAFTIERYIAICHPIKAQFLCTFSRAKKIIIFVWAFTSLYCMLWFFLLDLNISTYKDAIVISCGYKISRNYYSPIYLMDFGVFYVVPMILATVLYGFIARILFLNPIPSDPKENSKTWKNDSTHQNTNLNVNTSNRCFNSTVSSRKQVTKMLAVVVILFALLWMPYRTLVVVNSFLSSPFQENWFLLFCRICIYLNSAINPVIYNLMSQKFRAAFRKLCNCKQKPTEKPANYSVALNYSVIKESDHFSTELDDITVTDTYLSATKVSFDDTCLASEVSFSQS
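Agonist-mode FDSS calcium read (Ex 480/Em 530, 1 s cycles) in 1536-well TRHR cells with fluo-8 dye, after 10-cycle baseline and 23 nL compound addition; TRH at EC20 (10 nM final) added afterwards for the enhancer phase.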
D2 ag – HTS Assay for Allosteric Agonists of the Human D2 Dopamine Receptor: Primary Screen for Agonists; D(2) dopamine receptor (Homo sapiens), P14416; HEK293 T-REx D2 cells, calcium flux agonist mode; activation, % at 2 µM; actives 0.53% (n = 340,000);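 active means activation over 3 SD above normal in the single-dose calcium agonist read, cut at about 30% in these data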; further: 0% is about no effect
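HEK293 Trex D2 cells, tetracycline-induced, o/n 30 C 5% CO2; no-wash Ca dye, RT 30–90 min; 10-cycle baseline, 23 nl cpd added, kinetic Ca read 180 s; agonist hits = positive Ca response.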
TRHR PAM – qHTS for Small Molecule Agonists and Allosteric Enhancers of Human TRH Receptor: Primary Screen for Enhancers; Thyrotropin-releasing hormone receptor (Homo sapiens), P34981; TRHR cells, fluo-8 calcium fluorescence, EC20 TRH enhancement; enhancement, % at 2 µM; actives 0.66% (n = 360,000); AID 493056, 2011; in the data active means enhancement above about 30%; further: 0% is about no effect
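TRHR-expressing cells loaded with fluo-8 calcium dye were read kinetically (ex 480/em 530) during compound addition, then stimulated with an EC20 of TRH (10 nM final). Enhancement of the Gq-mediated intracellular calcium response was scored.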
TrxR1 substrate – qHTS Assay for Substrates of Mammalian Selenoprotein Thioredoxin Reductase 1 (TrxR1): qHTS; AID 588456, 2011; purified TrxR1 substrate turnover, NADPH consumption readout; actives 0.01% (n = 390,000); Thioredoxin reductase 1, cytoplasmic (Rattus norvegicus), O89049; Potency, µM (highest dose often 114 µM), without a hit: top-dose activity change, negative = substrate turnover; further: potency means the concentration at half of the fitted maximal effect; on the % scale 0 is the no-effect control and ±100 the full control effect; nearly all actives have a fitted effect of over 50% in size
Target sequence (O89049 whole entry, looked up): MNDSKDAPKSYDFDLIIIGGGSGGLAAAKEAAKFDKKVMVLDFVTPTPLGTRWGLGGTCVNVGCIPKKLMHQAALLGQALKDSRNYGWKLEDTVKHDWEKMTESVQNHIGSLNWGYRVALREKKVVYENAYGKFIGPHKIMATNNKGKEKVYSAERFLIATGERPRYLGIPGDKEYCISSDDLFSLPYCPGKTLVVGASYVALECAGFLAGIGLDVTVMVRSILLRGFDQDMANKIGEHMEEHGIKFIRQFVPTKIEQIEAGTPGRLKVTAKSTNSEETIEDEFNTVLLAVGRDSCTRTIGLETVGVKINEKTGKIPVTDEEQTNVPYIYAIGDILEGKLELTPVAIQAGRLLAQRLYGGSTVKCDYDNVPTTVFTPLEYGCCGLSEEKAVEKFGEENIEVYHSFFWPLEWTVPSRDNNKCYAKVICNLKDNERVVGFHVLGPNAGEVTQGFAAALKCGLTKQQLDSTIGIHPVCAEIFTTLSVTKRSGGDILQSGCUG
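Rat TrxR1, dispensed at 90 nM, was prereduced with 400 uM NADPH (final) for 5 min at ~22 deg C, then incubated with compound 15 min before 400 uM selenite. A first-read NADPH fluorescence drop versus no-compound background flagged substrates.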
Pin1 inhibitor – qHTS Assay to Find Inhibitors of Pin1; Peptidyl-prolyl cis-trans isomerase NIMA-interacting 1 (Homo sapiens), Q13526; Pin1 FP peptide displacement, HiFluor488, 10 min; actives 0.009% (n = 390,000); Potency, µM (titrated, usually from 115 µM), for inactives: at the highest dose activity, negative = inhibition, most hits filed as inhibitors; active means well fitted inhibition curve with a large enough effect in the polarisation, with a control signal flat, not every such curve was filed as active; inconclusive means small, poorly fitted or top-dose-only effect, or effect the other way, or a change in a side signal; inactive means no such curve, though single readings can be large or run the other way; the % refers to the polarisation; further: potency means the concentration at half of the fitted maximal effect; on the % scale 0 is the no-effect control and ±100 the full control effect
Target sequence (Q13526 whole entry, looked up): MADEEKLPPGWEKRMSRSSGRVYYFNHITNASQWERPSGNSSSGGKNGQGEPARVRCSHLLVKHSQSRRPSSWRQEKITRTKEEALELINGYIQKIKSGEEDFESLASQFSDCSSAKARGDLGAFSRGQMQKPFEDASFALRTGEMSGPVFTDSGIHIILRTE
rTrxR1 inhibitor – qHTS Assay for Inhibitors of Mammalian Selenoprotein Thioredoxin Reductase 1 (TrxR1): qHTS. Thioredoxin reductase 1, cytoplasmic (Rattus norvegicus), O89049. recombinant rTrxR1, NADPH fluorescence consumption, selenite substrate. actives 1% (n = 390,000). AID 588453, 2011. Potency, µM (highest dose often 114 µM), for inactives: top-dose activity change, negative = inhibition, actives largely listed as inhibitors; further: potency means the concentration at half of the fitted maximal effect; on the % scale 0 is the no-effect control and ±100 the full control effect; nearly all actives have a fitted effect of over 65% in size
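Rat TrxR1 (90 nM in the dispensed reagent) was pre-reduced with 400 uM NADPH for 5 min at room temperature, then incubated with compound for 15 min. After 400 uM selenite was added, NADPH fluorescence (Ex 340/Em 450 nm) was followed for 8 min.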
USP1-UAF1 inh – Inhibitors of USP1/UAF1: Primary Screen; actives 0.23% (n = 390,000); Potency, µM (titrated, usually from 57.1 µM), for inactives: at the top dose activity change, negative = inhibition, most hits filed as inhibitors; recombinant USP1/UAF1, Ub-Rhodamine cleavage fluorescence; further: potency means the concentration at half of the fitted maximal effect; on the % scale 0 is the no-effect control and ±100 the full control effect; nearly all actives have a fitted effect of over 60% in size; inactives centre near -12
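In this screen, compounds sit with the deubiquitinase complex (1nM) for 15 min at room temperature before Ub-Rho is added at 150nM final. Fluorescence rise is then followed for 6 reads every 60 seconds.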
* = called active by the depositor; ? = inconclusive; . = no result given; & = joins results of further samples; [ ] = dose if it differs, or a comment. Unless noted, the call rests on the fitted dose curve; in most records, active means well fitted inhibition curve with a large enough effect; inconclusive means small, poorly fitted or top-dose-only effect; inactive means no such curve, though single readings can be large or run the other way. An excerpt; rates above refer to the full screens.

SMILES	mIDH1 inhibitor	D2 antagonist	TRHR ag	D2 ag	TRHR PAM	TrxR1 substrate	Pin1 inhibitor	rTrxR1 inhibitor	USP1-UAF1 inh
COc1ccc2oc(=N)c(C(=O)Nc3ccc(Cl)cc3)cc2c1	2%	1	0.1	-0.4	-17	2%	7%	4%	-19%
O=C(O)c1ccc(NCc2cccnc2)c([N+](=O)[O-])c1	15%	0	0.3	-0.1	9	6%	0%	7%	-7%
COc1ccc(C(=O)Nc2ccc(S(=O)(=O)NCc3ccco3)cc2)cc1OC	10%	25	-0.9	0.6	3	-5%	0%	?	-8%
Cn1c(SCC(=O)Nc2ncc(C(F)(F)F)cc2Cl)nnc1-c1ccc(Cl)cc1	6%	5	-0.5	0.4	-2	-5%	-4%	-8%	-15%
Cc1onc(-c2ccccc2Cl)c1C(=O)NC(=S)Nc1ccc(C(C)(C)C)cc1	18%	1	1.1	0.6	4	3%	-1%	20%	-15%
O=C1CC(NCc2ccc3c(c2)OCO3)C(=O)N1Cc1ccc2c(c1)OCO2 (stereo unspecified)	0%	-4	0.3	1.1	-6	-7%	4%	-3%	0%
O=C(COC(=O)C(CO)NS(=O)(=O)c1ccc(Br)cc1)Nc1ccc2c(c1)OCCO2 (stereo unspecified)	-8%	.	.	.	.	1%	-4%	22%	-23%
O=C(Nc1nnc(SCc2cc(=O)n3cc(Cl)ccc3n2)s1)c1cccc(F)c1	18%	.	0.3	0.0	2	1%[57.1 µM]	-3%	12%[57.1 µM]	-17%
NC(=O)CSc1nnc(-c2ccc3c(c2)OCO3)o1	0%	-27	1.3	-0.2	3	5%[57.1 µM]	-3%	5%[57.1 µM]	-3%
CCCOC1(C(F)(F)F)NC(=O)N(c2ccc(Cl)cc2)C1=O (stereo unspecified)	-2%	.	1.7	1.3	5	-1%	?	5%	-26%
COc1cc(C(=O)Nc2ccc(N3CCOCC3)cc2)ccc1OCc1c(C)noc1C	-2%	-3	0.7	1.4	10	-5%	-2%	-7%	-26%
COc1cccc(C(=O)Nc2cccc(C(=O)NCC(C)C)c2)c1	3%	-4	-0.7	-1.0	0	-16%	-4%	-15%	-6%
CCOc1cc(C2NC(=S)NC(C)=C2C(=O)Nc2ccc(OC)cc2)ccc1O (stereo unspecified)	-1%	-4	0.0	0.2	5	-16%	-3%	?	2%
O=c1[nH]cncc1OCc1ccccc1	2%	.	.	.	.	-6%	4%	-2%	-12%
CCN(CC)C(=O)c1ccc2c(=O)n(Cc3ccc4c(c3)OCO4)c(=S)[nH]c2c1	-1%	-8	-0.3	1.5	4	0%	-1%	7%	-16%
COc1ccccc1-c1c(C(F)(F)F)oc2cc(OC(=O)c3ccccc3[N+](=O)[O-])ccc2c1=O	0%	0	0.6	1.9	-2	-4%	?	11%	-11%
Clc1ccc(OCc2nnc(SCc3nc4ccccc4[nH]3)n2Cc2ccco2)cc1	-1%	13	-0.3	-1.0	4	0%	16%	-30%	-10%
COc1cc(OC)c(-c2nn3c(-c4ccco4)nnc3s2)cc1OC	3%	-1	-0.6	0.1	1	102%[activator]	?	-13%	-14%
Nc1o[nH]c(=O)c1Cc1ccccc1	1%	-7	-0.7	1.1	8	21%[57.1 µM]	0%	16%[2.29 µM]	-24%
CC1=NN(C(=O)c2ccccc2Br)C(O)(c2ccc(Cl)cc2)C1 (stereo unspecified)	-3%	7	-0.6	-0.3	3	-3%	-2%	19%	-12%
CCc1ccc(Nc2n[n+](-c3ccccc3)c(-c3cc(OC)c(OC)cc3Br)s2)cc1	-8%	-19	-0.4	-0.3	5	-6%	13%	15%	-18%
CC1CN(C(=O)C(C)Sc2nc3ccccc3s2)CC(C)O1 (stereo unspecified)	5%	7	0.1	0.4	-5	0%	6%	17%	-1%
CCN(c1ccccc1)S(=O)(=O)c1ccc(Cl)c(C(=O)OCC(=O)NC(=O)C(C)C)c1	-6%	-1	1.2	0.3	0	-14%	5%	2%	-15%
Nc1nc(NC(=O)c2cccc(S(=O)(=O)N3CCCCCC3)c2)nc(-c2ccccc2)n1	0%	-14	0.4	0.3	-2	-4%	1%	6%	-6%
CC(=O)N1c2ccccc2NC2=C(C(=O)CC(C)(C)C2)C1c1cccn1C (stereo unspecified)	3%	3	-0.2	0.1	-1	-4%[57.1 µM]	-8%	23%[57.1 µM]	-8%

Reprinted at random: three entries already listed
SMILES	mIDH1 inhibitor	D2 antagonist	TRHR ag	D2 ag	TRHR PAM	TrxR1 substrate	Pin1 inhibitor	rTrxR1 inhibitor	USP1-UAF1 inh
Clc1ccc(OCc2nnc(SCc3nc4ccccc4[nH]3)n2Cc2ccco2)cc1	-1%	13	-0.3	-1.0	4	0%	16%	-30%	-10%
CCc1ccc(Nc2n[n+](-c3ccccc3)c(-c3cc(OC)c(OC)cc3Br)s2)cc1	-8%	-19	-0.4	-0.3	5	-6%	13%	15%	-18%
COc1ccc2oc(=N)c(C(=O)Nc3ccc(Cl)cc3)cc2c1	2%	1	0.1	-0.4	-17	2%	7%	4%	-19%

(further entries)
SMILES	mIDH1 inhibitor	D2 antagonist	TRHR ag	D2 ag	TRHR PAM	TrxR1 substrate	Pin1 inhibitor	rTrxR1 inhibitor	USP1-UAF1 inh
COc1cccc(N/N=C(\C#N)S(=O)(=O)C(C)(C)C)c1	0%	-19	0.7	0.2	-4	-1%[57.1 µM]	4%	6%[57.1 µM]	-12%
CCOc1ccc2[nH]cc(S(=O)(=O)c3ccc(Cl)cc3)c(=O)c2c1	-18%	-10	0.9	0.3	8	-12%	39%[activator]	-8%	-9%
O=C(COC(=O)c1cc(Cl)ccc1Cl)Nc1ccc2[nH]c(=O)[nH]c2c1	9%	4	0.4	-0.1	-1	-10%[57.1 µM]	6%	7%	-9%
O=C(Nc1ccc2oc(-c3ccncc3)nc2c1)c1ccc([N+](=O)[O-])o1	-1%	10	1.0	1.0	-3	0%	10%	6%	-15%
COc1ccc(-n2cnnc2SCC(=O)Nc2cc(C(C)(C)C)nn2-c2ccccc2)cc1	-2%	10	-1.1	-0.7	2	-11%	-2%	-3%[57.1 µM]	5%
CCCc1nc2sc3c(=O)n(N)cnc3c2c2c1COC(C)(C)C2	.	-4	-0.2	1.5	4	.	.	.	.
Cc1cc(C)c(OCC(=O)OCC(=O)NC2CCC(C)CC2)c(C)c1 (stereo unspecified)	3%	-1	0.2	-1.1	14	5%	-5%	14%	-22%
CN(CCCN1CCOCC1)C(=O)c1ccc2nc(Cc3cccc(Cl)c3)oc2c1	-1%	0	-0.8	1.4	11	-6%	9%	-15%	-1%
Cc1cccc(-c2nnn3c2nc(NCCc2ccc(S(N)(=O)=O)cc2)c2cc(Cl)ccc23)c1	5%	.	0.6	0.5	6	28%	4%	25%	-22%
O=c1c(-c2ccc(O)cc2O)coc2cc(O)cc(O)c12	3%	-6	-0.3	-0.2	0	-5%	-6%	-21%	-27%
COc1ccc(CCNS(=O)(=O)CCNC(=O)c2ccc3c(c2)OCO3)cc1	9%	0	-0.2	-0.2	-4	-5%	6%	-1%	-19%
Cc1ccccc1-c1nc(SCc2cccnc2)c2c(=O)n(C)c(=O)n(C)c2n1	2%	-10	-0.1	-0.2	1	-8%[57.1 µM]	-1%	25%[57.1 µM]	-21%
CC(C)Cc1cc(C(=O)N2CCN(C(c3ccccc3)c3ccccc3)CC2)no1	-9%	4	0.3	-1.2	-5	4%[57.1 µM]	-4%	11%[57.1 µM]	-16%
COc1cccc(-c2nc(-c3ccccc3)[nH]c(=O)c2C#N)c1	-1%	-8	-0.4	-0.2	20	-6%	0%	5%	-7%
COc1ccc(CC(=O)OCC(=O)Nc2ccc(Br)cc2)cc1	2%	-2	0.3	0.0	1	-8%	2%	21%	-6%
Cc1ccc(O)c(CNc2cnc3ccccc3c2)c1	7%	7	0.5	-0.1	2	31%[activator]	-3%	-33%	-21%
O=C(CNC(=O)c1ccc(Br)o1)Nc1ccc(F)c(S(=O)(=O)N2CCOCC2)c1	1%	-4	0.6	-0.6	10	-6%	7%	-23%	-11%
CCOC(=O)c1sc(NC(=O)c2cc(S(=O)(=O)N3CCOCC3)ccc2C)nc1C	-2%	1	-0.1	0.3	1	3%[11.4 µM]	?	14%[11.4 µM]	-11%
NC(=O)COC(=O)c1ccc2c(c1)S(=O)(=O)c1ccccc1C2=O	2%	15	-0.1	0.1	6	-6%	-1%	2%	-8%
CC(C)CC(=O)N1CCN(c2ccc([N+](=O)[O-])cc2Cl)CC1	-3%	3	1.0	3.8	-1	-2%	7%	1%	-11%
Cc1cc(C)c2c(-n3cccc3)n[nH]c2n1	0%	-11	0.2	0.9	4	7%[57.1 µM]	8%	2%[57.1 µM]	8%
Cc1ccc(NC(=O)CSc2nnc(CN3CCOCC3)n2-c2ccccc2)cc1	0%	-9	-0.8	-0.5	12	7%	-12%	5%	-12%
CC1CCCCN1CCCNC(=O)CN1C(=O)c2cccnc2Oc2ccc(Cl)cc21 (stereo unspecified)	0%&-8%	25	-0.6&0.4	-0.1&1.2	-5&8	-4%&2%	0%&-7%	6%&10%	-10%&-28%
